LGR2 antag: Drosophila LGR2 receptor signaling inhibition; AID 720647; inhibition, % at 9.99 µM; 0.35% of 380,000 active; HEK293 LGR2, CRE-luciferase, bursicon-stimulated, 4 h;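 active = drop in luminescence signal, shown as inhibition above about 50% in the replicate tests, limit read from the data, passing the limit was not always enough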;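 note: agonist challenge used bursicon conditioned medium at about half maximal strength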
PAX8 reporter: inhibitors of PAX8 transcriptional activity in RMG-I cells; 1.2% of 360,000 active; AID 652154; inhibition, % at 12.6 µM; RMG-I TPO-luciferase reporter, SteadyGlo, 24 h;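 active = mean replicate inhibition at least 60% with every replicate also reaching 60%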;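 note: luciferase light reporting Pax8 driven TPO promoter activity; plate controls were median of neutral control wells for no effect and mitoxantrone controls for full effect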
ARNT-TACC3 inh: disruptors of human ARNT/TACC3 interaction; Q9Y6A5; AlphaScreen His-ARNT PAS-B/GST-TACC3 binding, luminescence; TACC3 fragment carries E629A point mutation; inhibition, % at 9.99 µM; 0.66% of 390,000 active; AID 623870;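 active = mean inhibition of replicates at least 50% and at least half of replicates each reaching 50%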;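 note: 0% = complete ARNT plus TACC3 wells and 100% = ARNT alone without TACC3; many hits fall short of the cut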
PglD inh: PglD (C. jejuni) enzyme inhibition | purified PglD enzyme, DTNB colorimetric CoA detection | inhibition, % at 12.5 µM | 0.098% of 360,000 active; in the data active = inhibition above about 16%, passing the limit was not always enough; note: strong numbers were not always called active
PGC1a acetyl inh: PGC1a acetylation modulation, inhibitor mode | U2OS PGC1a acetylation, AlphaScreen anti-acetyl-lysine; with virally co-expressed GCN5 acetyltransferase | inhibition, % at 15.6 µM | 0.17% of 350,000 active;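 active = every replicate shows inhibition of at least 40%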;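 note: 0% = neutral control wells and 100% = positive control wells; some results beyond the cut were filed as inactive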
Cneo AK release: causes C. neoformans cell lysis; 0.2% of 360,000 active; lysis activity, % at 15 µM; adenylate kinase release luminescence, 4 h; normalised: neutral wells 0, clomiphene wells 100;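 active = mean lysis activity across replicates of at least 80%, whatever share of replicates individually reach that level; inactive = mean lysis activity below 80%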
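Assay system: log-phase C. neoformans yeast / Quantity: yeast cell density of 5 × 10^6 cells/mL / Medium: fresh YPD growth medium / Compound: single dose / Timing: static 4 h at 37 °C with compound, 1 h detection / Measured by: adenylate kinase release luminescence / Read-out: lysis from increased AK signal / Benchmarks: Clomiphene as positive lysis control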
C2C12 statin: suppressors of simvastatin-induced myotoxicity in C2C12 myotubes. ATP luminescence, 48 h; scaled: DMSO 0, geranylgeraniol control 100. AID 602340. rescue of ATP level, % at 7.49 µM. 0.78% of 330,000 active;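 active = mean ATP rescue above about 67%, or every replicate alone reaching that limit, limit read from the data, passing the limit was not always enough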;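 note: myotubes were challenged with 10 µM simvastatin during compound exposure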
INS-1E GSIS act: primary screen for activators of insulin secretion dependent on glucose, INS-1E cells, GLuc reporter luminescence; INS-1E GLuc reporter insulin secretion, 2-3 h; activation, % at 16.6 µM; 0.61% of 370,000 active;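 active = lowest replicate activation of at least 40%, so every replicate reaches that level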;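 note: 0% = median of neutral control wells and 100% = median of IBMX positive control wells; some compounds called inactive have numbers as strong as hits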
* hit, by the source's call; / = no result given; & = joins results of further samples.

1: COc1cccc(S(=O)(=O)N(C)C[C@@H]2Oc3ncc(-c4cccc(C(=O)N(C)C)c4)cc3C(=O)N([C@@H](C)CO)C[C@@H]2C)c1
2: COc1ccc(S(=O)(=O)N(C)C[C@@H]2Oc3ccc(NC(=O)NC(C)C)cc3CC(=O)N([C@@H](C)CO)C[C@@H]2C)cc1
3: CC(=O)Nc1c(-c2ccccc2)nc2ccc(Cl)cn12
4: Cn1ccc(C(=O)N/N=C/c2cccnc2)n1
5: COc1cccc(-c2ccc([C@@H]3[C@H]4CN(C(=O)CN5CCOCC5)CC(=O)N4[C@H]3CO)cc2)c1
6: N#CCC(=O)N/N=C/c1ccc(N2N=C(c3ccccc3)CC2c2ccccc2)cc1 (stereo not drawn)

entry no.	1	2	3	4	5	6
LGR2 antag	9	4	/	15	7	-11
PAX8 reporter	/	-13	15	-17	2	12
ARNT-TACC3 inh	2	14	-3	2	/	-23
PglD inh	1	7	-10	4	/	-12
PGC1a acetyl inh	1	3	/	-8	6	/
Cneo AK release	1	52	-1	7	/	3
C2C12 statin	-9	-5	4	-6	/	57
INS-1E GSIS act	9	28	/	6	-1	10

Ordered by number of heavy atoms (low to high): part of the list above
4: Cn1ccc(C(=O)N/N=C/c2cccnc2)n1
6: N#CCC(=O)N/N=C/c1ccc(N2N=C(c3ccccc3)CC2c2ccccc2)cc1 (stereo not drawn)
5: COc1cccc(-c2ccc([C@@H]3[C@H]4CN(C(=O)CN5CCOCC5)CC(=O)N4[C@H]3CO)cc2)c1
1: COc1cccc(S(=O)(=O)N(C)C[C@@H]2Oc3ncc(-c4cccc(C(=O)N(C)C)c4)cc3C(=O)N([C@@H](C)CO)C[C@@H]2C)c1

entry no.	4	6	5	1
LGR2 antag	15	-11	7	9
PAX8 reporter	-17	12	2	/
ARNT-TACC3 inh	2	-23	/	2
PglD inh	4	-12	/	1
PGC1a acetyl inh	-8	/	6	1
Cneo AK release	7	3	/	1
C2C12 statin	-6	57	/	-9
INS-1E GSIS act	6	10	-1	9

Next part.
7: COc1ccc(CN(C)C[C@H]2Oc3c(NS(=O)(=O)c4cn(C)cn4)cccc3C(=O)N([C@@H](C)CO)C[C@H]2C)cc1
8: CSc1ccc(S(=O)(=O)N2CCC(C(=O)Nc3ccc(NC(C)=O)cc3)CC2)cc1
9: COc1cccc(CN2CCN(S(=O)(=O)c3ccc(Br)cc3)CC2)c1
10: COc1ccc(N2C(=O)CSC23C(=O)N(CC(=O)NC2CCCC2)c2ccccc23)cc1 (stereo not drawn)
11: COc1ccc(N(CC(=O)Nc2cc(C)ccc2C)S(=O)(=O)c2ccccc2[N+](=O)[O-])c(OC)c1
12: CC(C)NC(=O)Nc1ccc2c(c1)C(=O)N(C)[C@@H]1CC[C@@H](CC(=O)NC3CCCCC3)O[C@@H]1CO2

entry no.	7	8	9	10	11	12
LGR2 antag	1	4	-7	-3	-13	-7
PAX8 reporter	2	-5	/	1	-1	10
ARNT-TACC3 inh	-5	-4	-5	2	/	-1
PglD inh	4	1	-3	-1	/	2
PGC1a acetyl inh	1	-6	5	9	-25	5
Cneo AK release	1	1	-2	4	/	1
C2C12 statin	19	-3	5	6	/	8
INS-1E GSIS act	0	13	-15	-27	-7	-4

13: O=c1c2ccccc2nc2c3ccccc3c(NCc3cccnc3)nn12
14: COc1ccccc1NC(=O)N[C@H]1C=C[C@@H](CC(=O)N[C@H](C)c2ccccc2)O[C@@H]1CO
15: O=C(O)CC(c1cccc(O)c1)N1Cc2ccccc2C1=O (stereo not drawn)
16: N#CC1=C(N)Oc2n[nH]c(-c3cccs3)c2C1c1ccncc1 (stereo not drawn)
17: C[C@H]1CN([C@@H](C)CO)C(=O)Cc2cc(NS(=O)(=O)c3ccc(Cl)cc3)ccc2O[C@@H]1CN(C)S(=O)(=O)c1ccc(Cl)cc1
18: C[C@@H]1CN([C@@H](C)CO)C(=O)c2cc(C#CC3(O)CCCC3)cnc2O[C@@H]1CN(C)C(=O)CN(C)C

entry no.	13	14	15	16	17	18
LGR2 antag	22	5	12	-10	-4	-15
PAX8 reporter	-10	-9	17	10	-9	/
ARNT-TACC3 inh	-6	-2	-4	-2	12	-7
PglD inh	/	1	-3	-5	-2	1
PGC1a acetyl inh	/	12	1	7	-2	4
Cneo AK release	/	-5	-3	-3	-1	3
C2C12 statin	/	6	5	3	10	/
INS-1E GSIS act	-4	1	9	8	-7	20

19: Cc1ccc(S(=O)(=O)N[C@@H]2CC[C@H](CCn3cc(-c4cccc(F)c4)nn3)O[C@H]2CO)cc1
20: NC(=S)N/N=C/c1ccc(-c2ccc(SC(F)F)cc2)o1
21: COc1ccc(S(=O)(=O)n2nc(-c3cc(OC)c(OC)c(OC)c3)cc2N)cc1OC
22: CCCc1[nH]n(-c2ccc([N+](=O)[O-])cc2)c(=O)c1C(C)=NCc1ccncc1
23: O=C1CCCC(O)=C1Sc1cc(Cl)c(Cl)cc1Cl
24: Cc1cccc(C)c1NC(=O)Cn1cc(C=O)c2ccccc21

entry no.	19	20	21	22	23	24
LGR2 antag	-2	-32	9	-3	-2	2
PAX8 reporter	7	-33	-11	-42	-4	15
ARNT-TACC3 inh	4	10	-1	7	/	2
PglD inh	7	-11	-3	0	1	-8
PGC1a acetyl inh	-5	3	-14	-3	-10	/
Cneo AK release	-2	-2	-1	-2	-1	0
C2C12 statin	7	/	6	-22	5	-2
INS-1E GSIS act	-20	7	2	-6	-7	6

25: COc1ccc(C(=S)N2CCOCC2)cc1OC(=O)c1ccccc1
26: COc1ccc2oc(C(=O)OCC(=O)NC3CCCC3)c(C)c2c1
27: CN(Cc1cnn(C)c1)C(=O)C1CCC(=O)N(C2CCCCCC2)C1 (stereo not drawn)
28: C[C@@H]1CN([C@H](C)CO)C(=O)c2cc(-c3cccc(F)c3)cnc2O[C@H]1CN(C)Cc1ccccn1
29: Cc1cc(C)c(NC(=S)N(CCN(C)C)Cc2cccs2)c(C)c1
30: Cc1cccnc1NC(=O)C1CCC1

entry no.	25	26	27	28	29	30
LGR2 antag	8	-6	1	8	8	/
PAX8 reporter	0	-29	3	-7	-7	/
ARNT-TACC3 inh	5	-1	-1	12	6	3
PglD inh	5	1	2	2	-1	-2
PGC1a acetyl inh	4	4	4	5	/	/
Cneo AK release	9	-4	5	1	2	-2
C2C12 statin	17	-5	-5	2	-14	1
INS-1E GSIS act	-1	-1	18	1	-19	/

31: CCC(C(=O)OCC(=O)c1ccc(OC)cc1OC)c1ccccc1 (stereo not drawn)
32: O=C(CN1C(=O)NC2(CCCCCCC2)C1=O)NCc1cccs1
33: CSc1ccc(C(=S)N2CCCC2)cc1
34: CC(=O)Nc1ncc(Cc2ccc(Cl)cc2Cl)s1
35: CN(C)c1ccccc1-c1csc(N2CCC(C(N)=O)CC2)n1
36: Cc1ccc(NC(=O)c2cc([N+](=O)[O-])ccc2NCc2cccnc2)cc1

entry no.	31	32	33	34	35	36
LGR2 antag	-46	11	-3	15	-36	/
PAX8 reporter	-56	9	-39	-1	-185	-16
ARNT-TACC3 inh	/	/	6	-2	-9	1
PglD inh	2	7	-7	1	2	-10
PGC1a acetyl inh	-13	/	/	-22	/	/
Cneo AK release	1	-1	6	-2	-3	1
C2C12 statin	12	3	9	1	5	/
INS-1E GSIS act	-25	5	-2	12	/	/

37: Cc1c(C(=O)NCc2ccccn2)oc2ccc(S(=O)(=O)N3CCC4(CC3)OCCO4)cc12
38: O=c1[nH]c(=O)n(Cc2ccco2)c2c1C(C(F)(F)F)(C(F)(F)F)N=C(Cc1ccccc1)N2
39: C[C@@H]1CCCCO[C@H](CN(C)C(=O)C2CCCCC2)[C@@H](C)CN([C@H](C)CO)C(=O)c2cc(NS(=O)(=O)c3ccc(Cl)cc3)ccc2O1
40: C[C@H]1CN([C@@H](C)CO)C(=O)CCCn2nncc2CO[C@H]1CN(C)S(C)(=O)=O
41: CC1C(=O)C(C)C(c2ccco2)NC1c1ccco1 (stereo not drawn)
42: Cc1ccc(N2NC(=O)/C(=C/c3ccc(-c4ccc(Cl)c(C(=O)O)c4)o3)C2=O)cc1C

entry no.	37	38	39	40	41	42
LGR2 antag	-36	/	5	3&-4	/	6
PAX8 reporter	5	1	-2	-1&2	/	14
ARNT-TACC3 inh	-7	-4	-4	-5&1	-1	-7
PglD inh	/	2	-1	6&0&2	-2	/
PGC1a acetyl inh	-4	/	7	-3&3	0	0
Cneo AK release	/	2	12	0&-5&-4	-1	1
C2C12 statin	/	/	/	1&8&-16	8	3
INS-1E GSIS act	5	/	25	13&-6	/	/

43: CCCC(=O)Nc1ccc2c(c1)nc(CCN1CCN(c3ccccn3)CC1)n2C
44: CNC(=O)C[C@@H]1CC[C@@H]2[C@@H](COc3ccc(NS(=O)(=O)c4cccc(F)c4)cc3C(=O)N2C)O1
45: O=C(CN1C(=O)NC2(CCc3ccccc32)C1=O)Nc1ccc(Br)cc1F (stereo not drawn)
46: S=c1[nH]nc(-c2ccc3ccccc3n2)n1-c1ccccc1Cl
47: COc1ccc(CCC(=O)Nc2nnc(C(F)(F)F)s2)cc1
48: O=C(CSc1nnnn1-c1ccc(F)cc1)Nc1ccccc1F

entry no.	43	44	45	46	47	48
LGR2 antag	14	-10	11	-19	6	2
PAX8 reporter	20	-21	12	1	13	-11
ARNT-TACC3 inh	1	-17	8	-5	2	-5
PglD inh	0	-1	-1	/	4	0
PGC1a acetyl inh	-4	0	5	/	-2	/
Cneo AK release	-3	-5	2	/	5	1
C2C12 statin	-11	-1	6	/	-6	14
INS-1E GSIS act	6	6	-45	22	-9	0

49: C[C@@H]1CCCCO[C@@H](CN(C)S(=O)(=O)c2cccs2)[C@@H](C)CN([C@H](C)CO)C(=O)c2cc(NS(=O)(=O)c3cn(C)cn3)ccc2O1
50: COc1cccc(C(NC(C)=O)c2nc(-c3cnn(C)c3)cs2)c1 (stereo not drawn)
51: Cc1nn(CC(O)COc2ccc3c(c2)CCC3)c(C)c1Br (stereo not drawn)
52: COc1ccc(C)cc1Nc1nc(-c2ccccc2O)nc2ccccc12
53: COc1ccccc1N1CCN(S(=O)(=O)c2ccc(-c3cnc(C4CC4)o3)cc2)CC1
54: CCOC(=O)CSc1nc2sc3c(c2c(=O)n1CC)CC(C)(C)OC3
55: COc1ccc(OC)c2c1cc(C(=O)N[C@@H](C)C(=O)N[C@@H](C(=O)O)c1ccccc1)n2C
56: CCC1(c2ccccc2)NC(=O)N(CC(=O)Nc2ccccc2C(=O)N2CCCCC2)C1=O (stereo not drawn)

entry no.	49	50	51	52	53	54	55	56
LGR2 antag	-3	15	/	8	-14	-7	4	-7
PAX8 reporter	-6	-5	2	3	-1	/	12	-1
ARNT-TACC3 inh	-1	/	-6	-5	5	3	1	-3
PglD inh	1	-1	0	5	-3	-1	0	-2
PGC1a acetyl inh	-18	5	13	/	-29	2	/	/
Cneo AK release	74	1	-2	1	-2	0	0	1
C2C12 statin	/	-4	-5	-8	30	-3	0	-9
INS-1E GSIS act	25	6	/	17	-3	-8	28	-5
